# D3 antag – qHTS of D3 Dopamine Receptor Antagonist: qHTS. actives 2.5% (n = 360,000). max response, negative = inhibition, %. D3R cells, DiscoveRx beta-arrestin luminescence, antagonist mode; hits give low values. D(3) dopamine receptor (Homo sapiens), P35462; in the data active = max response below about -50%; inconclusive = no clear call, values can overlap the other calls; also: % is scaled to controls: 0 for no effect and ±100 for the full control effect; mostly tested at two doses, the higher about 12 µM
# Target sequence (P35462 whole entry, looked up): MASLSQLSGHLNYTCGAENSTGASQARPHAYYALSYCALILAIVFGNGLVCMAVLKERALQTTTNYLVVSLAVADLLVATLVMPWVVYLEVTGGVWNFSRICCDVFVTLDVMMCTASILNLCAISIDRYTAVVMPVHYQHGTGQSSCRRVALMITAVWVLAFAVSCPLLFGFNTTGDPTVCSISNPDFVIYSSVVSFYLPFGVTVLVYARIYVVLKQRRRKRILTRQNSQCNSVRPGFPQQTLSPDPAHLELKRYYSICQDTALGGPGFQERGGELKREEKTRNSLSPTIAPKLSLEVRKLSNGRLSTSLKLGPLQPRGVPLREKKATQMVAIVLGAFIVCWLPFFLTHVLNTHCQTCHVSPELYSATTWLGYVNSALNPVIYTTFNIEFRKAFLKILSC
#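 Cells expressing the human receptor were seeded at 1500 cells/well, incubated overnight at 37 degrees C in 5% CO2, then exposed to library compounds with dopamine controls for 90 minutes at 37 degrees C before luminescent detection.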
# GLP1R ag – qHTS of GLP-1 Receptor Agonists; actives 0.007% (n = 380,000); Glucagon-like peptide 1 receptor (Homo sapiens), P43220; AID 624172, 2012; HEK293 GLP-1R CRE-luciferase, luminescence, 4-6 h; cells express a hypersensitive GLP-1R form; Potency, µM (top dose mostly 45.6 µM), for the others: top-dose activation, most hits filed as activators; also: potency is read from the fitted curve at half-maximal effect; % of control where 0% means no effect
# FUS suppressor – qHTS for Suppressors of FUS Proteinopathy: Primary screen using FUS-linked yeast assay; actives 0.24% (n = 390,000); Potency, µM (top dose mostly 76.6 µM), inactives show at the top dose growth rescue (activation), hits mostly activators; S. cerevisiae FUS-expressing, growth rescue, OD600, 24 h; AID 1347120, 2019;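 also: potency is read from the fitted curve at half-maximal effect; plate controls were DMSO vehicle for no effect and reference control for full effect; nearly all actives have a fitted effect of over 55% in size; some results filed as inactive show a strong effect at the top dose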
#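 Steps: raffinose overnight preculture; dilution to OD 0.005 in 2% galactose minimal medium; compound addition (concentration series); 24hr at 30C, 99% humidity; absorbance read at 600 nm.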
# PTHR1 ag – qHTS for PTHR1 Agonists: Primary Screen. HEK293 GP2 PTHR1 cells, GloSensor cAMP luminescence, 1 h. Potency, µM (series often up to 115 µM), inactives show at the highest dose activation, actives largely listed as activators. actives 0.075% (n = 410,000). AID 743266, 2014; also: potency is read from the fitted curve at half-maximal effect; nearly all actives have a fitted effect of over 55% in size; some results filed as inactive show a strong effect at the top dose; inactives centre near -15; many of its hits are not listed in these tables
# Target sequence (Q03431 whole entry, looked up): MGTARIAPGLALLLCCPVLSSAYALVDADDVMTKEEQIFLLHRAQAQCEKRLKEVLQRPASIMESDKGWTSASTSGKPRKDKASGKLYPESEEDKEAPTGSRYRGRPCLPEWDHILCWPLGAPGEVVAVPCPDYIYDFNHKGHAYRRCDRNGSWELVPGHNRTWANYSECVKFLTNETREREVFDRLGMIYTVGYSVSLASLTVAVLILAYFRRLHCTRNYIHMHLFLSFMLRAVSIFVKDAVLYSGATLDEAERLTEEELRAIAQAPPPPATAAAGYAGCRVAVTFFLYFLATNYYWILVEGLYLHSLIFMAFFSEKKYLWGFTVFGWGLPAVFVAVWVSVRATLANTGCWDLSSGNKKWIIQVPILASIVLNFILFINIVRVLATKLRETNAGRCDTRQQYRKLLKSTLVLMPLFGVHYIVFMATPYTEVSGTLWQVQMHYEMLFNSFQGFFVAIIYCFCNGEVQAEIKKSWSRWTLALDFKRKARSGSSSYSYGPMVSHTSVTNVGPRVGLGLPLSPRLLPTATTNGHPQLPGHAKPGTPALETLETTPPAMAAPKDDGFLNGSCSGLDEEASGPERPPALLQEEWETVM
#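 HEK-293-derived GP2 cells expressing PTHR1 and a GloSensor cAMP reporter, 3,000/well, plated overnight, given luciferin plus IBMX (each 0.5 mM as added) for 1 h at 37 °C, then compound for 1 h at 37 °C. Luminescence was read after 15 min at room temperature.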
# aSyn rescue – qHTS of alpha-syn Inhibitors; actives 0.14% (n = 370,000); Yeast expressing alpha-synuclein, growth rescue, BacTiter-Glo, 24 h; Potency, µM (highest dose often 46.1 µM), without a hit: at the highest dose growth rescue (activation), hits mostly activators; AID 652106, 2013; also: potency is read from the fitted curve at half-maximal effect; % of control where 0% means no effect; nearly all actives have a fitted effect of over 65% in size
#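 Screening used galactose-induced yeast with toxic alpha-synuclein levels, exposed to compound for 24 hr at 30 deg C. Cell growth, read with BacTiter-Glo luminescence, gave the measured signal.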
# pAkt inh – HTS Assay for Inhibitors of Akt Phophorylation: Primary Screen. activity change, % for hits at 50 µM. Neuro2A IGF-stimulated pAkt S473 HTRF, 20 min; hits give low values. actives 0.32% (n = 360,000); in the data active = activity change below about -80%; inconclusive = mostly about -51% to -80%; also: % is scaled to controls: 0 for no effect and ±100 for the full control effect
#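 Neuro2A cells in DMEM with 0.5% FBS, overnight at 37 deg C, given compound at single 50 µM final, then IGF (6 nM final) for 20 min at 37 deg C. Lysed; phospho-Akt Ser473 by HTRF after 24 h, 665/615 ratio.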
# TDP-43 yeast inh – qHTS of TDP-43 Inhibitors | TDP-43 expressing yeast growth rescue, BacTiter-Glo, 24 h | Potency, µM (doses to about 46.1 µM), without a hit: at the highest dose growth rescue (activation), actives largely listed as activators | actives 1.8% (n = 410,000); also: potency is read from the fitted curve at half-maximal effect; % of control where 0% means no effect; nearly all actives have a fitted effect of over 50% in size
#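 Readout is BacTiter-Glo luminescence of cell growth, so inhibitors register as activators. TDP-43-expressing yeast at OD600=0.02 in galactose medium, after raffinose pregrowth to mid-log, were incubated with compound for 24 hr at 30 deg C.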
# Abeta yeast res – qHTS for compounds that reverse cellular toxicity of Amyloid beta (A-beta) peptide in yeast: Primary Screen; yeast expressing A-beta42, growth rescue, OD600, 48 h; response scale: 0% DMSO, 100% iron-clioquinol control; Potency, µM (top dose mostly 46.1 µM), inactives show at the top dose growth rescue, actives largely listed as activators; actives 0.063% (n = 410,000); AID 1347071, 2019; also: potency is read from the fitted curve at half-maximal effect; nearly all actives have a fitted effect of over 55% in size
#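 Yeast growth medium received pinned compounds, then yeast cells expressing toxic A-beta were added; plates incubated at 30 C for 48 hr. Growth read as absorbance at 600 nm, normalized to DMSO and equimolar FeCl3 plus clioquinol controls.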
# GLP1R inv ag – qHTS of GLP-1 Receptor Inverse Agonists (Inhibition Mode) | HEK293 GLP-1R CRE-luciferase, luminescence, 24 h; GLP-1R form is constitutively active | actives 1.6% (n = 410,000) | Glucagon-like peptide 1 receptor (Homo sapiens), P43220 | Potency, µM (titrated, usually from 38.3 µM), without a hit: top-dose activity change, negative = inhibition, actives largely listed as inhibitors; also: potency is read from the fitted curve at half-maximal effect; % is scaled to controls: 0 for no effect and ±100 for the full control effect; nearly all actives have a fitted effect of over 55% in size
#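 Readout was luciferase luminescence, measured 12 min after detection reagent at room temperature. Beforehand, GLP-1R reporter HEK293 cells had sat 12 h, then received compounds for 24 hr at 37 deg C.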
# Active calls of the source: *; i = inactive; ? = inconclusive; · = not tested or not shown; [ ] = another dose, or the depositor's remark. Unless noted, calls follow the shape of the dose curve; as a rule, active = well fitted curve in the direction sought with a large enough effect; inconclusive = small, poorly fitted or top-dose-only effect, or another doubt; inactive = no such curve, though single readings can be large; an effect the other way counts as inactive or inconclusive. This is a subset; the hit share may differ from the screen's.
entry	Compound	PTHR1 ag	Abeta yeast res	GLP1R inv ag	TDP-43 yeast inh	D3 antag	FUS suppressor	aSyn rescue	pAkt inh	GLP1R ag
1	CCCCCCNC(=O)Cc1nc2nc(C)cc(C)n2n1	-4%[57.5 µM]	1%	0%	-12%	16	7%	2%	i	-8%
2	CC1CCN(c2oc(-c3ccc(COc4ccc(Cl)cc4)o3)nc2C#N)CC1	-22%	-20%	1%	6%	·	-11%	·	·	·
3	O=c1[nH]c(CSc2nnnn2-c2ccccc2)nc2ccccc12	-18%	-8%	-6%	-15%	-15	15%	-4%	i	19%
4	CCN(CC)C(=O)CC(c1ccc(N(C)C)cc1)c1c(OC)cc(OC)c2ccc(=O)oc12 (stereo not given)	i	2%	19%	9%	-15	5%	6%	i	0%
5	Cn1c(=O)c2sccc2n2c(CCCC(=O)N3CCN(c4ccccn4)CC3)nnc12	i	4%	9%	3%	1	-12%	-4%	i	-7%
6	CCOc1c(S(=O)(=O)NC2CC(C)(C)NC(C)(C)C2)ccc(Cl)c1Cl	0%	-6%	?	-27%	9	22%	-10%	i	15%
7	CC(=O)Nc1ccc(C(=O)COC(=O)CCN2C(=O)C3CC=CCC3C2=O)cc1 (stereo not given)	0%	1%	7%	-2%	-2	25%	-5%	i	5%
8	Cc1c(NC(=O)COC(=O)Cc2ccc(Br)cc2)c(=O)n(-c2ccccc2)n1C	6%	3%	-14%	2%	-17	4%	-2%	i	-3%
9	C[C@H]1COC(=O)[C@H](CC(=O)OC(C)(C)C)C/C=C\C[C@@H](CC(=O)N(CCO)Cc2ccccc2)C(=O)N1	i	3%	-1%	0%	0	16%	-1%	i	0%
10	CN(Cc1ccccc1)C(=O)c1csc([C@@H]2O[C@H](CO)[C@@H](O)[C@H]2O)n1	i	-9%	14%	16%	16	-16%	1%	·	-4%
11	CC(=O)c1ccc(NC(=O)Cn2c3ncccc3c(=O)n2-c2ccc(C)cc2)cc1	-28%	0%	10%	1%	·	5%	·	·	2%
12	CCOC(=O)c1cccc(NC(=O)C2CCCN(S(=O)(=O)c3c(C)n[nH]c3C)C2)c1 (stereo not given)	-10%	6%	0%	-2%	-21	27%	-2%	i	-1%
13	COc1ccc(N2CCN(C(=O)CCCNC(=O)Cn3cnc4sc(C)c(C)c4c3=O)CC2)cc1	-7%	-12%	-14%	3%	15	7%	-5%	i	7%
14	CCS(=O)(=O)CCSC(=N)N	i	3%	54%[activator]	-4%	0	-12%	-18%	i	3%
15	Cc1nn(Cc2noc(C(=O)NC3CCC(C)CC3)n2)c(C)c1Br (stereo not given)	-19%	·	?	23%	9	-2%	4%	i	7%
16	CCC1CCC/C1=N\NC(=O)c1ccccc1Cl (stereo not given)	-4%	-14%	11%	-4%	-5	-12%	1%	i	0%
17	CCOC(=O)c1cccc(C2=CC(=O)C[C@H](c3ccc(OC)cc3)C2)c1	-27%	1%	?	?	21	?	1%	i	1%
18	C#CCNc1cc(C)nc2ncnn12	i	-10%	16%	22%	6	·	8%	i	-1%
19	Cc1ccn2c(c1)nc(=O)c1cc(S(=O)(=O)N3CCOCC3)ccc12	i	9%	0%	2%	-4	0%	-5%	i	-6%
20	CCOc1ccccc1CN1CCN(C2CCN(c3ccccc3F)CC2)CC1CCO (stereo not given)	30%	-9%	11µM*	-10%	-11	12%	-4%	i	2%
21	c1cc(CNc2ccc3c(c2)OCCO3)ccn1	-9%	1%	-10%	12%	-19	-1%	-1%	i	-5%
22	CC(=O)c1ccc(NC(=O)CCc2nnc3ccc(N4CCC5(CC4)OCCO5)nn23)cc1	i	-7%	23%	-23%	17	3%	2%	i	1%
23	CCOc1ccc(S(=O)(=O)N2CCOCC2)cc1NC(=O)CN1C(=O)NC(CC)(c2ccccc2)C1=O (stereo not given)	-7%	12%	5%	0%	19	?	6%	i	1%
24	O=C(CN1C=NS(=O)(=O)c2ccccc21)Nc1ccccc1F	i	-14%	14%	2%[9.22 µM]	·	-25%	·	·	·
25	O=C(CNS(=O)(=O)c1ccc(Br)s1)N1CCN(c2ncccn2)CC1	i	-9%	0%	20%	1	·	7%	i	2%
26	COc1ccc(N2CCN(Cc3nc(Cc4cccc(F)c4)no3)C(C)C2)cc1 (stereo not given)	-10%	3%	5.6µM*	-4%	-2	0%	-5%	i	1%
27	COc1cc(NS(=O)(=O)c2cc3[nH]c(=O)[nH]c3cc2C)cc(OC)c1OC	i	-7%	0%	11%	·	0%	·	·	·
28	CSc1nc2ccccc2n1Cc1c(Cl)cccc1Cl	i	-21%	?	?	16	?	1%	i	4%
29	COC(=O)c1sccc1NC(=O)/C=C/c1ccc(Cl)cc1Cl	i	0%	26%	-8%	-9	·	2%	i	-5%
30	CCN(CC)S(=O)(=O)c1ccc(NS(=O)(=O)c2cccc(C)c2)cc1	-22%	29%	0%	0%	-10	25%	1%	i	3%
31	Cc1ccc(/C(=N\S(=O)(=O)c2ccc(Br)cc2)Nc2ccccc2C)cc1	-6%	-2%	?	-10%	1	3%	-1%	i	19%
32	Cc1ccsc1C(=O)N1CCCC(N2CCN(c3cccc(Cl)c3)CC2)C1 (stereo not given)	-14%	4%	?	6%	-19	10%	1%	i	-3%
33	CCOC(=O)c1c(C)n(C)c2c1cc(OC(C)=O)c1ccccc12	i	29%	14%	12%	-15	-12%	-7%	i	-3%
34	CCOc1ccc(NC(=S)N2CCN(S(=O)(=O)c3ccc(C)cc3)CC2)cc1	-22%	10%	?	?	-7	36%	1%	i	-13%
35	O=C(NCc1cccs1)C1CCC(CNS(=O)(=O)c2cccc3nsnc23)CC1 (stereo not given)	-1%	2%	-19%	-1%	?	21%	-2%	i	9%
36	CC(C)N=C(NC#N)SCc1ccccc1	i	0%	-10%	4%	1	6%	4%	i	-5%
37	COc1ccc(NC(=O)c2cccc(Cn3cc(Br)c([N+](=O)[O-])n3)c2)c(C)c1	-48%[inhibitor]	10%	?	12%	15	-28%	0%	i	2%
38	CC(=O)C1=CCC(c2ccccc2)N(S(=O)(=O)c2cccc(C)c2)C1 (stereo not given)	i	-2%	1%	?	-19	19%	4%	i	12%
39	Nc1nnc(SCC(=O)NC23CC4CC(CC(C4)C2)C3)s1	i	16%	12%	9%	19	-3%	·	·	-4%
40	Cc1cccc(N2CCN(C(=O)CCS(=O)(=O)c3ccc4c(c3)CC(=O)N4C)CC2C)c1 (stereo not given)	-22%	-3%	-13%	0%	·	?	·	·	·
41	COc1cc(C(=O)N2CCN(CCCc3ccccc3)CC2)cc(OC)c1OC	i	-4%	-16%	-4%	-19	18%	-4%	i	-1%
42	Cc1c(C(=O)NC(=S)NCc2cccnc2)cccc1[N+](=O)[O-]	i	-4%	19%	-17%	10	·	7%	i	22%
43	CCc1nc(SCc2nc3ccccc3[nH]2)c2oc3ccccc3c2n1	-3%[57.5 µM]	-20%	?	12%	2	20%	1%	i	-1%
44	Cc1cccc(-n2ncc3c(Nc4c(C)n(C)n(-c5ccccc5)c4=O)ncnc32)c1	i	16%	6%	2%	-19	·	-2%	i	1%
45	On1c(-c2ccco2)nc2c1CCc1nonc1-2	i	13%	10%	16%	-3	-2%	1%	i	-1%
46	O=C(Nc1ccc(F)cc1F)c1ccc2c(O)c(S(=O)(=O)c3ccc(Cl)cc3)c(=O)[nH]c2c1	i	6%	5%	3%	·	-3%	·	·	·
47	COc1ccc(C(=O)NCCc2ccc(Cl)cc2)cc1S(=O)(=O)N1CCCCC1C (stereo not given)	-40%[inhibitor]	-4%	?	15%	-3	?	-1%	i	3%
48	CCN(Cc1nc2ccccc2c(=O)[nH]1)C(=O)c1cccc(OCc2c(C)noc2C)c1	-40%[inhibitor]	-20%	0%	15%	-22	13%	-1%	i	14%
49	CCC(=O)N1CC2(c3ccccc3)CN(C(=O)CC)CC(c3ccccc3)(C1)C2=O	i	7%	-7%	-1%	14	6%	5%	i	-3%
50	CCOC(=O)N1CCC(NC(=O)CCc2ccccc2)CC1	i	-13%	1%	-3%	0	5%	-6%	i	0%
51	CC1CCN(C(=O)CSCC(=O)Nc2nc(-c3cccs3)cs2)CC1	-26%	20%	?	35µM*	10	?	-16%	i	?
52	CC(C)=NNc1nc(-c2ccc(N3C(=O)CCC3=O)cc2)cs1	i	-24%	-12%	2%	6	16%	-7%	i	5%
53	CCN(CC)S(=O)(=O)N1CCC(C(=O)NCc2ccco2)CC1	6%	-8%	3%	-13%[0.397 µM]	-7	21%	-6%	i	3%
54	Cc1ccc(C2N(c3ccc(F)cc3)C(=O)C3CCCN32)cc1 (stereo not given)	-20%	13%	5%	16%	-5	-20%	1%	i	0%
55	O=S(=O)(Nc1ccc(-n2cnnn2)cc1)c1cccc(F)c1	-17%	-7%	31%	-4%	4	-2%	-7%	i	7%
56	Cc1nn(CC(=O)N2CCCCC2)c(=O)c2cc3occc3n12	-41%[inhibitor]	-6%	1%	6%	·	4%	·	·	·
57	CC(C)(c1ccccc1)c1ccc(OCC(O)CNC2CCN(Cc3ccccc3)CC2)cc1 (stereo not given)	i	-27%	1.8µM*	-14%	?	20%	-29%	i	0%

# Assay outcomes as filed in PubChem BioAssay.
